# Assay outcomes from PubChem.
# Bim-Bfl-1: disrupts Bim binding to human Bfl-1 | 190,000 tested, 0.12% active | inhibition, % at 10 µM | Q16548 | Bead-based flow cytometry, Bim-Bfl-1 binding inhibition;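 also: 0% = wells without compound plus tracer and 100% = blocker peptide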
# Bcl-W Bim block: human Bim-Bcl-W interaction inhibition | Q92843 | bead-based flow cytometry, Bim peptide-Bcl-W binding | inhibition, % at 10 µM | 190,000 tested, 0.02% active | AID 952;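 also: 0% = bound tracer without compound and 100% = peptide blocker; higher means less fluorescent Bim peptide bound to Bcl-W beads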
# Target sequence (Q92843 whole entry, looked up): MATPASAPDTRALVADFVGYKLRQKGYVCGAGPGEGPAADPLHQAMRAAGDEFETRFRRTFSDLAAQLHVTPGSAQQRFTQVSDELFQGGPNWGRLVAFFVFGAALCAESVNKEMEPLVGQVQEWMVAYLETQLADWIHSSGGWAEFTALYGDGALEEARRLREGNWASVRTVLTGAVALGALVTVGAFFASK
# RGS7-Gao: regulators of human RGS7-Galphao interaction | P09471 | 220,000 tested, 0.35% active | binding response (% of control), % at 10 µM | Multiplexed bead flow cytometry, RGS7-Galphao binding; actives lie on both sides | AID 1439; in the data active = binding response below about 49% or above about 150%; inconclusive = no clear call, values can overlap the other calls; inactive = in between;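 also: fluorescent Galphao held in activated GDP-AlF4 state binding bead-coupled RGS7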
# Target sequence (P09471 whole entry, looked up): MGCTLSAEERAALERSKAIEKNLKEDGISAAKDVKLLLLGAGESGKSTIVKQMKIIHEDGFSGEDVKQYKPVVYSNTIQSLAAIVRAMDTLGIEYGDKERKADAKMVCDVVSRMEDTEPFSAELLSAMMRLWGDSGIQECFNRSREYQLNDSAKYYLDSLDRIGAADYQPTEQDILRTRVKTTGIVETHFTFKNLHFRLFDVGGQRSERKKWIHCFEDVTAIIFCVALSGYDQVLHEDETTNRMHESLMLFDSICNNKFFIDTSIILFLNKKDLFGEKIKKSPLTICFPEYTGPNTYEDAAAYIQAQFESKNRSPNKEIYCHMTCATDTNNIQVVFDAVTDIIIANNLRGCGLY
# Bim-Bcl-XL: disrupts Bim peptide binding to human Bcl-XL; Q07817; inhibition, % at 10 µM; bead flow cytometry, fluorescence; AID 1007; 190,000 tested, 0.04% active
# Target sequence (Q07817 whole entry, looked up): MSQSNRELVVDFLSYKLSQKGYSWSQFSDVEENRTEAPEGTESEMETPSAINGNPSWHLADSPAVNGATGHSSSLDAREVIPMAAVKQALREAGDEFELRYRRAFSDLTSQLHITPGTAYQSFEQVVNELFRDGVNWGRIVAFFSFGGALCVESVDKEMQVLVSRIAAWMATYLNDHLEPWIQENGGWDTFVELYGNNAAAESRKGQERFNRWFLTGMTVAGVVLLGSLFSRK
# RGS4-Gao reg: human RGS4-Galphao interaction regulation | P09471 | Multiplexed bead flow cytometry, RGS4-Galphao binding; actives lie on both sides | binding response (% of control), % at 10 µM | 220,000 tested, 0.33% active | AID 1415; in the data active = binding response below about 49% or above about 150%; inactive = in between;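 also: fluorescent Galphao activated with aluminum fluoride binding bead-coupled RGS4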
# RGS8-Gao reg: human RGS8-Galphao interaction regulation. P09471. multiplexed bead flow cytometry, RGS8-Galphao binding; actives lie on both sides. response (percent of control binding), % at 10 µM. 220,000 tested, 0.34% active. AID 1423; in the data active = response below about 60% or above about 140%; inactive = in between;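 also: Galphao activated as the GDP aluminium fluoride complex binding bead-coupled RGS8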
# ABCG2 block: inhibitors of human ABCG2 transporter, ABCB1 counter-screen; AID 1325; inhibition, % at 6.6 µM; Q9UNQ0; IgMXP3 cells, JC-1 efflux, flow cytometry; 190,000 tested, 0.1% active;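 active = inhibition above 80%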;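 also: 0% = DMSO and 100% = nicardipine control wells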
#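 material = IgMXP3 (ABCG2) plus far-red-tagged CCRF-Adr (ABCB1) cells | amount = 3 million cells/mL, equal mix of both lines | also added = JC-1 transporter substrate | dosing = one concentration, 6.6 µM final | schedule = 10 min at 25 °C | measured by = flow cytometric JC-1 green MFI at 530 nm | read-out basis = percent efflux inhibition, scaled nicardipine 100% to DMSO 0%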
# Bim-Bcl-2: inhibitors of Bim-Bcl-2 interaction, human; P10415; Bead-based flow cytometry, Bim peptide-Bcl-2 binding; inhibition, % at 10 µM; 190,000 tested, 0.06% active; AID 950; in the data active = inhibition above about 40%; inconclusive = no clear call, values can overlap the other calls;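 also: 0% = no compound wells with probe peptide and 100% = reference peptide inhibitor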
# ABCB1 block: human ABCB1 inhibition, ABCG2 as counter-screen | AID 1326 | CCRF-Adr cells, JC-1 efflux, flow cytometry | 190,000 tested, 0.067% active | inhibition, % at 6.6 µM; in the data active = inhibition above about 40%;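 also: 0% = vehicle and 100% = reference inhibitor; higher value means more JC-1 retained so stronger ABCB1 efflux block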
# Bim-Bcl-B: disrupts Bim peptide binding to human Bcl-B; Q9HD36; bead-based flow cytometry; inhibition, % at 10 µM; 190,000 tested, 0.073% active;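 also: 0% = tracer peptide without compound and 100% = reference inhibitor peptide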
# Target sequence (Q9HD36 whole entry, looked up): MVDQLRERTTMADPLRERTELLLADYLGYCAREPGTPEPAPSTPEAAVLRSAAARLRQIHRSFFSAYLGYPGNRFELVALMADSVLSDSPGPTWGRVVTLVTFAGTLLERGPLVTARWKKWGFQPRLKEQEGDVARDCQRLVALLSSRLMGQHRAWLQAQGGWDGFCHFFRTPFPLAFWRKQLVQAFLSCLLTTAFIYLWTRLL
# Mcl-1 Bim block: disrupts Bim peptide binding to human Mcl-1 | Bead-based flow cytometry, Bim peptide-Mcl-1 binding | inhibition, % at 10 µM | 190,000 tested, 0.1% active;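 also: 0% = no compound tracer wells and 100% = peptide blocker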
# Active calls of the source: *; ? = inconclusive. Rule as the data show it, unless noted: active = inhibition above about 40%.
SMILES,Bim-Bfl-1,Bcl-W Bim block,RGS7-Gao,Bim-Bcl-XL,RGS4-Gao reg,RGS8-Gao reg,ABCG2 block,Bim-Bcl-2,ABCB1 block,Bim-Bcl-B,Mcl-1 Bim block
Cn1cccc1/C=N/NC(=O)c1ccc[n+]([O-])c1,-3,-1,?,-1,104,101,1,-5,0.2,-7,-1
Cc1cccc(C)c1NCc1n[nH]c(=S)n1-c1ccccc1,15,0,?,-3,107,101,2,1,0.1,-45,-1
COc1ccc(C(=O)OCCN2C(=O)c3ccccc3C2=O)cc1,-21,1,101,-7,99,104,3,-12,0.0,-4,-5
Cc1onc(-c2ccccc2Cl)c1C(N)=O,0,-1,95,1,98,100,2,1,0.2,0,0
Fc1ccccc1NC(=S)N(CCCN1CCOCC1)Cc1cccnc1,2,-2,102,0,101,102,1,-4,0.7,-1,-1
O=C(CO/N=C/c1ccccc1OC(F)F)NC1CCCCC1,-8,-1,100,-3,103,103,3,-5,0.1,-10,0
CCN(CC)S(=O)(=O)c1cccc(C(=O)N/N=C2\CC(=O)CC(C)(C)C2)c1,-4,-2,102,0,102,99,14,-5,0.8,-5,-2
O=C(CCC1CCCCC1)NCCN1C2=NC[C@@H](Cc3ccccc3)N2C[C@H]1Cc1ccc(O)cc1,5,0,99,0,95,100,2,-1,0.9,0,-3
O=C(CSCc1ccc([N+](=O)[O-])cc1)Nc1cccc(C(=O)Nc2ccccc2C(=O)O)c1,-1,-1,94,-2,96,97,0,-1,-0.2,0,-1
COc1ccc(C(=O)NC2CCN(C(=S)NCCc3ccccc3)CC2)cc1,2,2,91,3,96,101,18,-4,0.7,-25,8
COC(=O)N/N=C/c1ccc(-c2cc(Cl)ccc2Cl)o1,20,12,96,15,96,85,2,13,-0.6,13,9
O=c1[nH]c(CN2CCN(C/C=C/c3ccccc3)CC2)nc2cc(Cl)ccc12,-7,-1,97,-3,101,98,-4,-5,-1.9,-9,-3
O=S(=O)(c1cccs1)N1CCc2ccccc21,-6,-2,100,-2,103,101,2,-8,0.3,-8,2
CC(C)C(=O)Nc1sc2c(c1C#N)CCCCC2,0,-5,106,-4,104,100,8,-4,0.5,-6,-3
Nc1ccc(C(=O)c2cccs2)cc1[N+](=O)[O-],-3,0,100,0,101,102,49,-1,1.8,-1,6
O=C(NC1CCCCC1)c1ccc2c(=O)n(CC3CCCO3)c(=O)[nH]c2c1 (stereo not drawn),-1,0,102,0,105,102,0,-1,0.0,1,0
Cc1ccc(-c2nnn(CC(=O)N(Cc3ccco3)C(C(=O)NC(C)(C)C)c3cccs3)n2)o1 (stereo not drawn),-14,-4,96,-11,98,101,3,-11,5.5,-9,-7
CC1CCCCC1NC(=O)COC(=O)c1ccc(S(=O)(=O)NCc2ccco2)cc1 (stereo not drawn),-1,-1,98,0,98,102,0,-2,0.0,0,0
Cc1ccc(S(=O)(=O)NNc2nc3ccccc3nc2C(F)(F)F)cc1,11,-2,100,-5,97,93,-10,-4,-0.8,-18,-4
CN1CCN(c2ccc([N+](=O)[O-])cc2/C=N/NC(=O)c2cccc([N+](=O)[O-])c2)CC1,-1,-6,100,-4,101,104,17,0,19,-7,-3

# Five records drawn at random from those above, as already listed:
SMILES,Bim-Bfl-1,Bcl-W Bim block,RGS7-Gao,Bim-Bcl-XL,RGS4-Gao reg,RGS8-Gao reg,ABCG2 block,Bim-Bcl-2,ABCB1 block,Bim-Bcl-B,Mcl-1 Bim block
Cc1onc(-c2ccccc2Cl)c1C(N)=O,0,-1,95,1,98,100,2,1,0.2,0,0
Cc1ccc(-c2nnn(CC(=O)N(Cc3ccco3)C(C(=O)NC(C)(C)C)c3cccs3)n2)o1 (stereo not drawn),-14,-4,96,-11,98,101,3,-11,5.5,-9,-7
Cc1cccc(C)c1NCc1n[nH]c(=S)n1-c1ccccc1,15,0,?,-3,107,101,2,1,0.1,-45,-1
O=C(CSCc1ccc([N+](=O)[O-])cc1)Nc1cccc(C(=O)Nc2ccccc2C(=O)O)c1,-1,-1,94,-2,96,97,0,-1,-0.2,0,-1
O=C(NC1CCCCC1)c1ccc2c(=O)n(CC3CCCO3)c(=O)[nH]c2c1 (stereo not drawn),-1,0,102,0,105,102,0,-1,0.0,1,0

# Additional entries
SMILES,Bim-Bfl-1,Bcl-W Bim block,RGS7-Gao,Bim-Bcl-XL,RGS4-Gao reg,RGS8-Gao reg,ABCG2 block,Bim-Bcl-2,ABCB1 block,Bim-Bcl-B,Mcl-1 Bim block
Nc1ccc(-n2ccnc2)cc1,2,0,98,1,104,99,2,0,0.7,1,-2
O=C(Oc1ccc(/C=N/Nc2ccccc2)cc1)c1ccccc1,0,2,109,1,106,106,2,1,0.3,1,0
CCCn1c(CN(C)Cc2ccccc2)nc2c1c(=O)n(C)c(=O)n2C,-5,-1,97,-7,100,100,15,0,2.6,-5,-4
COc1ccc(NCc2nnc(SCC(=O)Nc3ccccc3OC)o2)cc1,4,-1,91,-2,91,88,1,-2,0.3,0,-6
COc1ccc(-n2c(Cc3cccn3C)nnc2SCC(=O)Nc2ccc3c(c2)OCCO3)cc1,-12,-2,87,-5,87,94,6,-8,0.9,-6,-1
CCOCCn1c(COc2ccc(C)cc2)nc2ccccc21,-5,-4,95,-7,96,97,4,-3,-0.2,-7,-4
CS(=O)(=O)c1ccc(C(=O)NC2CCCCC2)cc1,-9,-2,102,-4,96,98,2,-9,0.4,-4,-2
CCS(=O)(=O)c1ccc2c(c1)NC(=O)C(CCO)O2 (stereo not drawn),-6,1,101,0,102,100,0,-9,0.1,-2,0
CS(=O)(=O)N1CCN(C2Cc3ccccc3C2)CC1,-16,-1,100,-10,100,100,1,-7,0.1,-9,-4
C=CCNC(=O)/C(=C\C=C\c1ccccc1)NC(=O)c1ccc(OCCCC)cc1,0,-4,13*,0,20*,12*,0,-1,0.0,0,-3
CC1CC(C)CN(c2nc3c(c(=O)n(C)c(=O)n3C)n2CCSc2ncccn2)C1 (stereo not drawn),-6,3,100,-3,101,103,2,-3,0.3,-6,0
CCOC(=O)/C(=C\c1ccc(OC(F)F)cc1)C1=Nn2c(nnc2-c2ccc(Cl)cc2)SC1,-5,-3,102,-8,100,98,4,-4,1.6,-8,-7
N#Cc1c(N)n(CCOC(=O)c2cccc([N+](=O)[O-])c2)c2nc3ccccc3nc12,-1,-1,100,1,99,99,0,0,-0.2,4,0
COC(=O)/C(=C/Nc1cccc2ccccc12)[N+](=O)[O-],-1,1,111,-18,108,118,3,-1,0.2,-5,-2
CCCNC(=O)C1CCN(c2cc(-c3ccccc3)nc3ncnn23)CC1,-4,-1,103,-1,102,103,3,0,0.9,-3,0
COc1ccc(-n2c(SCC#N)nnc2-c2ccc(NS(=O)(=O)c3ccc(C)cc3)cc2)cc1,-11,6,98,-1,100,100,3,-2,0.2,-7,-1
CCCCNCCCOc1cccc(Cl)c1,-10,0,96,-7,96,95,2,-7,0.8,-6,4
COc1ccc(C(=O)CCC(=O)O)cc1,-10,0,104,-5,104,103,1,-7,0.2,-5,-1
O=C1NC(=S)S/C1=C\c1ccc(SCc2ccccc2)o1,-5,-3,94,-5,94,86,-6,0,-0.9,-2,0
C[C@@H]1NC(=O)[C@H](CCC(N)=O)NC(=O)c2cc([N+](=O)[O-])cc(I)c2NCC[C@@H](C(N)=O)NC1=O,-1,-2,102,-4,102,104,1,-1,-0.1,-2,-2
O=C(O)CCSCC(=O)Nc1c(C(=O)C2CC2)oc2ccccc12,-2,5,104,1,102,101,0,-3,0.0,0,6
Cc1cc(C)c(NC(=O)CSc2nnc(-c3ccncc3)n2Cc2ccco2)c(Cl)c1,-10,-1,97,-6,101,102,4,-12,0.7,-7,1
CC(C)CCNC(=O)C(c1ccco1)N(Cc1cccs1)C(=O)Cn1nnc2ccccc21 (stereo not drawn),-10,2,100,1,99,100,0,-10,0.4,-6,1
CCOC(=O)c1c(C)[nH]c(C(=O)OCCOc2ccc(Cl)cc2)c1C,-17,-3,106,-1,106,98,-2,-5,-0.4,0,-1
O=C(c1sc2ccccc2c1Cl)N1CCN(c2ncccn2)CC1,0,-1,96,-1,100,96,2,-2,0.4,-6,-3
O=C(Nc1ccc(Cl)cc1)c1cc2nc(-c3ccco3)cc(C(F)(F)F)n2n1,0,0,102,0,103,102,-1,-1,-0.2,-1,0
S=C(NCc1ccncc1)Nc1ccc(Cl)cc1Cl,-5,-1,94,-2,100,98,13,0,0.8,-7,4
O=C(NN1C(=O)C2C3CCC(O3)C2C1=O)c1ccc(Br)o1 (stereo not drawn),0,-3,104,-6,102,102,0,1,-0.1,-4,0
O=C(O)C1C2C=CC3(CN(Cc4ccccn4)C(=O)C13)O2 (stereo not drawn),-1,0,98,-1,101,100,0,-4,0.3,0,-3
CNC(=O)CSc1nc2nc(C)cc(C)n2n1,-2,-5,100,-4,99,99,3,-2,1.1,-2,-5
O=S(=O)(c1cccc2nsnc12)N1CCc2ccccc2C1,-3,-2,104,-1,104,104,3,-5,0.7,-4,1
Cc1ccc(C(C(=O)NCc2ccc(F)cc2)N(C(=O)c2csnn2)C2CC2)o1 (stereo not drawn),0,1,98,-2,98,99,8,4,1.0,0,-5
CC(CCc1ccccc1)NC(=O)C(=O)NCCO (stereo not drawn),2,0,101,0,100,99,3,0,1.0,1,0
N[C@@H](Cc1ccc(O)c(I)c1)C(=O)O,-1,-3,100,0,99,99,-2,1,-0.3,-7,-1
O=[N+]([O-])c1cccc(-c2nnc(CNC3CC3)o2)c1,-1,-3,103,-6,99,100,-6,-2,-2.3,-19,-2
CC(C)Cn1c(N)c(C(=O)CSc2nnnn2C)c(=O)n(C)c1=O,0,0,94,0,95,99,3,0,0.3,-1,-4
COc1ccccc1C(=O)OCC(=O)c1cccc([N+](=O)[O-])c1,-3,-1,96,-5,95,99,8,-3,0.9,-2,4
CC(NC(=O)c1ccccc1)c1nc2ccccc2n1Cc1ccc(C#N)cc1 (stereo not drawn),1,0,100,-2,98,100,3,0,1.0,1,1
O=C(NCC(c1ccco1)N1CCN(c2ccccc2)CC1)c1ccc2c(c1)OCO2 (stereo not drawn),-6,-2,94,0,96,98,27,-1,2.8,-4,0
CC(=Nc1ccc(O)cc1)c1sc2ccccc2c1O,3,-1,99,-2,99,99,1,1,0.0,-2,0
O=C(CCN1C(=O)c2cccc3cccc(c23)C1=O)Nc1ccccc1,-7,-5,96,-5,100,102,5,-7,-0.1,-8,-1
COc1cc2c(cc1NC(=S)Nc1cccc3ccccc13)oc1ccccc12,-7,2,93,3,96,99,3,-3,0.3,-9,1
CC(C)CCNC(=O)c1ccc2c(SCC(=O)O)c3c(nc2c1)CCCC3,-1,-6,106,-8,104,101,-7,-2,-2.7,-8,-6
COc1ccc(/C=C2/N=C(SCC(=O)Nc3cc(C)on3)N(c3ccccc3)C2=O)cc1,0,5,98,6,97,95,-5,4,-4.2,1,2
CN1CCN(/C=N/c2c(C#N)cnn2C)CC1,-16,0,98,-6,105,103,6,-5,-0.1,-10,-1
Cc1nc(CSc2ccc(Cl)cc2)cc(NCc2ccccc2)n1,-8,0,99,-6,100,95,2,-11,0.4,-8,-3
